Assay outcomes as filed in PubChem.
All columns: NCI-60 one-dose screen, growth in % after 48 h at 10 µM unless noted; 100 = growth as untreated, 0 = no growth, -100 = all killed.
COLO 205 – COLO 205 colon cancer | 79,000 tested, 7.3% active | AID 1794742
NCI-H226 – NCI-H226 lung cancer. 79,000 tested, 3.5% active
NCI-H522 – NCI-H522 lung cancer | 78,000 tested, 8% active | AID 1794739
NCI-H322M – NCI-H322M lung cancer; 80,000 tested, 2.7% active
HT29 – HT29 colon cancer; 81,000 tested, 7.4% active; AID 1794748
NCI-H23 – NCI-H23 lung cancer | 80,000 tested, 4% active
SW-620 – SW-620 colon cancer; 82,000 tested, 5.2% active
HCT-15 – HCT-15 colon cancer; AID 1794746; 82,000 tested, 5.2% active
NCI-H460 – NCI-H460 lung cancer | 82,000 tested, 6.8% active | AID 1794736
* = called active by the depositor; x = no result given; & = joins results of further samples. Rule for the calls: active = growth percent below 10; inactive = the rest.

SMILES	COLO 205	NCI-H226	NCI-H522	NCI-H322M	HT29	NCI-H23	SW-620	HCT-15	NCI-H460
O=C(NNC(=O)c1cccc2ccccc12)c1cccc(Cl)c1	105	103	90	104	97	105	104	99	x
CC(C)(CC(=O)c1ccccc1)CC(=O)c1ccccc1	108	106	95	90	101	98	108	97	110
COc1ccc(N=Nc2c(N)nn3c(-c4cc5ccccc5oc4=O)ccnc23)cc1	64	3.3*	73	63	51	37	31	65	17
Cc1ccc(C2=N[C@@H](C)C(=O)c3c(nc4ccccn34)N2)cc1	80	81	66	82	83	85	82	72	95
COC(=O)C1=C(C(C)=O)C(c2cccc(Cl)c2)c2c(nc(C)[nH]c2=O)O1 (stereo unspecified)	115	92	108	97	107	103	102	110	103
CCOC(=O)CC(O)(c1ccccc1)c1ccccc1	127	106	103	x	109	108	105	124	103
Cc1c(C(=O)NCCC(=O)NO)sc2ncnc(Nc3ccc(NC(=O)Nc4ccccc4)cc3)c12	114	90	93	101	104	96	103	96	102
O=C1c2ccccc2C(=Cc2cccnc2)c2ccccc21	117	95	97	106	106	105	112	102	104
CC(C)(C)NC/C(=C\c1ccccc1)C(=O)c1ccccc1	-74*	49	-93*	63	-46*	12	-31*	-52*	8.7*
Nc1c(C(=O)Nc2cccc(Br)c2)sc2nc3c(cc12)C(O)CCC3 (stereo unspecified)	-1.5*	69	-4.0*	49	5.1*	35	36	23	11
O=Cc1c[nH]c2ccc(NC(=O)OCc3ccccc3)cc12	x	90	94	89	89	95	121	67	68
O=C(O)CCCc1ccc(Cl)cc1	97	123	90	98	101	102	107	107	112
COC(=O)C1=NN(c2ccccc2)C2C3N(c4ccccc4)N=C(C(=O)OC)N3c3[nH]c(-c4ccccc4)cc3N12 (stereo unspecified)	98	101	87	138	103	77	79	107	39
O=C(Nc1ccc(Oc2ccccc2)cc1)Nc1ccc2c(ccn2C(=O)c2cccc(F)c2)c1	109	91	85	82	83	84	92	85	83
Clc1ccc(-c2nc(Nc3ccccc3)c3cc(Br)cc(Br)c3n2)cc1	91	81	82	87	81	75	92	92	89
Nc1ccc2ncc3c(=O)[nH][nH]c3c2c1	121	106	99	106	108	103	107	103	109
CCN(CC)CC(C)Nc1ccc(C)c2sc3ccccc3c(=O)c12 (stereo unspecified)	38	74	65	92	27	66	56	33	20
CN(C)c1ccc(C(=O)/C=C/c2ccc([N+](=O)[O-])cc2)cc1	117	109	91	100	112	96	108	101	100
N=c1scc(-c2ccccc2)n1CC(=O)N1CCN(c2ccccc2)CC1	102	94	85	93	106	92	101	97	96
Nc1nc2c(C(=O)c3ccco3)nnn2c2cccc(Cl)c12	107	x	107	97	111	94	109	99	99
O=C1c2ccccc2C(=O)c2cc(O)ccc21	100	95	105	111	105	101	101	103	103
CN(C)c1ccc(-c2n[nH]c(Cn3nnnc3-c3ccccc3)n2)cc1	95	95	x	106	99	98	104	105	107
Clc1cnnc(Cl)c1Cl	121	109	105	106	111	96	103	104	109
FC(F)(F)c1ccc(-c2cnn3cc(-c4ccccc4)cnc23)cc1	113	92	87	96	95	95	100	100	103
CC1=NN(c2cc(S(=O)(=O)O)ccc2Cl)C(=O)C1N=Nc1ccccc1 (stereo unspecified)	106	105	101	106	x	95	103	100	113
CCNC(=O)C(=O)[C@H](Cc1ccccc1)NC(=O)c1[nH]c2ccccc2c(=O)c1C	114	81	92	103	104	90	95	97	101
CCOC(=O)Nc1cc(Cl)ccc1O	117	89	59	105	99	100	98	93	91
CCOC(=O)C1=C(CSC(=S)N2CCN(c3ccccc3)CC2)N(C)C(=O)NC1c1ccccc1 (stereo unspecified)	107	88	73	85	92	90	99	53	88
O=C(CCCCCCN1CC(=O)N2[C@@H](c3cccc(Cl)c3)c3[nH]c4ccccc4c3C[C@H]2C1=O)NO	37	102	19	66	31	71	26	86	43
CCCCSc1nc(NCCc2c[nH]c3ccccc23)c(C#N)c(-c2ccc(OC)cc2)n1	75	61	58	87	25	48	53	25	33

2 entries drawn at random from those above, as already listed:
SMILES	COLO 205	NCI-H226	NCI-H522	NCI-H322M	HT29	NCI-H23	SW-620	HCT-15	NCI-H460
CCN(CC)CC(C)Nc1ccc(C)c2sc3ccccc3c(=O)c12 (stereo unspecified)	38	74	65	92	27	66	56	33	20
Nc1ccc2ncc3c(=O)[nH][nH]c3c2c1	121	106	99	106	108	103	107	103	109

(cont.)
SMILES	COLO 205	NCI-H226	NCI-H522	NCI-H322M	HT29	NCI-H23	SW-620	HCT-15	NCI-H460
CC(C)CC(=O)c1c2c(c3oc(=O)cc(-c4ccccc4)c3c1O)C=CC(C)(C)O2	109	94	101	102	107	102	98	102	100
COc1ccc(/C=C2/SC(=O)NC2=O)cc1OC	103	93	x	99	102	85	106	85	99
N#CCNc1ccccc1	x	98	102	117	103	99	106	103	109
O=C(O)CCN1CCN(CCC(=O)O)CC1	115	97	101	x	107	103	104	97	104
COc1ccc(C(=O)OC2C(OC3C(O)COC(O[C@H]4C[C@H]5[C@@H]6CC=C7C[C@@H](O)CC[C@]7(C)[C@H]6CC[C@]5(C)[C@H]4[C@H](C)C(=O)CCC(C)C)C3OC(C)=O)OCC(O)C2O)cc1 (stereo partly specified)	-64*	-14*	-66*	37	0.2*	3.0*	-57*	-52*	-20*
Cc1ccc(C)c(CC#N)c1	116	99	97	107	105	103	107	105	110
CCCC(NC(=O)OCc1ccccc1)C(=O)O (stereo unspecified)	137	90	16	121	104	-1.3*	98	103	98
N#Cc1ccc(N2Cc3cc(Cl)ccc3OC3=C2C(=O)N(Cc2ccccc2)C3=O)cc1	-69*	100	-57*	96	-47*	11	-76*	-45*	35
CC(C)(C)c1ccc(C(=O)C2CC2)cc1	102	99	85	119	92	106	110	98	117
Cc1csc(=N)n1/N=C/c1cccnc1	x	90	81	106	89	91	104	98	105

Copied from the list:
For HT29, FC(F)(F)c1ccc(-c2cnn3cc(-c4ccccc4)cnc23)cc1 is entered as 95
For NCI-H23, Nc1nc2c(C(=O)c3ccco3)nnn2c2cccc(Cl)c12 is entered as 94
For NCI-H322M, Nc1ccc2ncc3c(=O)[nH][nH]c3c2c1 is entered as 106
For HT29, Cc1ccc(C2=N[C@@H](C)C(=O)c3c(nc4ccccn34)N2)cc1 is entered as 83
For NCI-H226, N=c1scc(-c2ccccc2)n1CC(=O)N1CCN(c2ccccc2)CC1 is entered as 94
For NCI-H322M, N#Cc1ccc(N2Cc3cc(Cl)ccc3OC3=C2C(=O)N(Cc2ccccc2)C3=O)cc1 is entered as 96

Other entries follow:
SMILES	COLO 205	NCI-H226	NCI-H522	NCI-H322M	HT29	NCI-H23	SW-620	HCT-15	NCI-H460
COc1ccc2cc([C@H](C)C(=O)N/N=C/c3ccc(Cl)cc3)ccc2c1	111	98	95	95	103	103	x	97	97
O=C(O)c1ccc(NS(=O)(=O)Cc2ccc(Cl)c(Cl)c2)cc1	104	98	98	116	109	99	102	98	115
CC(=O)N1CCN(C(C)=O)c2ccccc21	100	105	106	116	110	101	x	97	x
O=C1Nc2cc(Cl)ccc2Oc2cc(Cl)ccc21	107	98	93	89	93	100	97	95	75
Cc1cc(C(=O)Nc2sc3c(c2C(N)=O)CCC(=O)C3)ccc1OCCN1CCCCC1	106	109	91	111	96	x	87	83	99
Cc1c(Cl)cccc1NC(=O)c1sc2nc3c(cc2c1N)C(=O)CCC3	-30*	56	-28*	28	3.1*	16	18	21	4.7*
Cc1ccc(S(=O)(=O)Oc2ccc(Br)cc2Br)cc1	64	85	82	91	35	88	59	49	97
COc1ccc(-c2cc3c(nn2)-c2ccccc2C3=O)cc1	42	x	26	66	-25*	68	4.2*	37	15
CC(=O)c1cc(Cl)ccc1Cl	102	108	97	101	102	100	108	101	106
CCCCOc1ncnc2c1CC(C)c1cc(Cl)ccc1N2C (stereo unspecified)	99	92	86	103	90	92	102	99	109

Four successive compounds from above, for reference:
SMILES	COLO 205	NCI-H226	NCI-H522	NCI-H322M	HT29	NCI-H23	SW-620	HCT-15	NCI-H460
O=C(O)c1ccc(NS(=O)(=O)Cc2ccc(Cl)c(Cl)c2)cc1	104	98	98	116	109	99	102	98	115
CC(=O)N1CCN(C(C)=O)c2ccccc21	100	105	106	116	110	101	x	97	x
O=C1Nc2cc(Cl)ccc2Oc2cc(Cl)ccc21	107	98	93	89	93	100	97	95	75
Cc1cc(C(=O)Nc2sc3c(c2C(N)=O)CCC(=O)C3)ccc1OCCN1CCCCC1	106	109	91	111	96	x	87	83	99

Next entries
SMILES	COLO 205	NCI-H226	NCI-H522	NCI-H322M	HT29	NCI-H23	SW-620	HCT-15	NCI-H460
C=C1C(=O)O[C@H]2[C@H]1CC/C(C=Nc1ncncc1N)=C\CC[C@@]1(C)O[C@@H]21	53	96	19	88	68	91	53	50	101
O=C(c1nc2ccccc2[nH]1)C1C(c2ccc(Cl)cc2)C2CSCN2[C@@]12C(=O)Nc1ccccc12 (stereo partly specified)	x	74	88	94	81	81	77	77	74
COc1ccc(Cn2cc3c(c2-c2cc(OC)c(OC)c(OC)c2)CCc2c(CN4CCCC4)noc2-3)cc1	8.4*	62	28	52	8.7*	7.3*	26	21	9.6*
NCC(=O)c1ccc2oc3ccccc3c2c1	113	103	111	97	112	99	104	110	103
Oc1ccc2ccccc2c1CNc1nc2ccccc2[nH]1	103	x	68	92	82	96	105	82	92
Cc1cc(OCC(=O)Nc2ccccc2)nc2[nH]c(=O)sc12	119	101	100	113	105	103	107	105	103
Nc1nc(N)nc(N2CCCCC2)n1	108	103	100	94	98	107	106	107	103
Cc1ccc2c(CSc3nc(-c4ccc(F)cc4)c(C#N)c(=O)[nH]3)cc(=O)oc2c1	108	97	95	101	108	99	98	101	105
Cc1ccccc1[P+](Cc1ccccc1)(c1ccccc1)c1ccccc1	-56*	39	-16*	42	7.5*	9.8*	30	90	17
COc1ccc(-c2nc3sc(C)nn3c2/C=C2/C(=O)Nc3ccc(Cl)cc32)cc1	100	77	80	89	93	74	89	90	85
O=C1C(=Nc2cccc(Cl)c2)CC(c2ccc(Cl)cc2)N1c1cccc(Cl)c1 (stereo unspecified)	93	92	91	81	81	91	88	81	92
N#Cc1c(N=Cc2ccc(Cl)cc2)n[nH]c1Nc1ccccc1	93	102	101	96	101	97	97	95	108
COc1ccc(CCNC(=O)/C=C\C(=O)O)cc1OC	101	98	x	97	106	106	103	x	104
COc1ccc(-c2cc(=O)oc3cc(O)ccc23)cc1	104	98	92	104	106	101	103	95	86
Cc1ccc2c(c1)N1NCC=C1NC2=O	112	98	98	95	103	92	91	103	98
Cc1c(C(=O)Nc2ccc(S(=O)(=O)N3CCOCC3)cc2)oc2ccccc12	100	76	68	84	96	85	96	86	98
ON=C1Cc2ccccc2C1	106	110	98	112	106	107	103	98	108
O=c1[nH]c2cccc(Cl)c2c2ccccc12	122	90	91	x	90	88	109	95	103
COC(=O)C1=C(C)NC(C)=C(C(=O)OCC(C)C)C1c1ccccc1[N+](=O)[O-] (stereo unspecified)	91	93	25	65	87	58	29	41	50
CCOP1(=O)OCCN(C)c2oc(-c3ccc(C)cc3)nc21 (stereo unspecified)	122	102	97	101	97	100	101	108	105
CCCCCC1C(C)=CC(C)=C(C)C1(C)CN(C)C (stereo unspecified)	120	108	106	142	104	98	101	102	111
COc1ccc(-c2nc3sccn3c2-c2nc3c([nH]2)C(=O)c2ccccc2C3=O)cc1	102	95	97	108	96	96	101	88	91
O=c1c2cc(F)ccc2sc2c(N3CCNCC3)nc3ccc(F)cc3c12	-52*	84	8.3*	55	-41*	61	-84*	-66*	-88*
CCC1S/C(=N\N=C(\C)c2cc3cc(Cl)ccc3o2)N(c2ccccc2)C1=O (stereo unspecified)	118	113	160	82	111	91	90	107	122
COc1cccc(CNc2ccccc2)c1O	118	111	91	104	102	104	99	111	101
C=S(=C)(Nc1ccc(-c2cc(-c3ccccc3F)on2)cc1)c1ccc(C)cc1	122	88	82	94	110	85	96	94	97
O=S(=O)(c1ccc(N=Cc2cccs2)cc1)c1ccc(N=Cc2cccs2)cc1	120	92	89	103	114	107	105	104	112
CN(C)c1nc2c(cnn2C)c(=O)[nH]1	111	111	104	135	104	100	95	108	102
COc1ccc(C2c3ccc4ccccc4c3Oc3ncn(CCCn4ccnc4)c(=N)c32)cc1OC (stereo unspecified)	53	x	73	50	21	61	64	68	56
O=C1CCCc2cc(OCCCC(=O)NC3CCCCC3)ccc2N1	113	93	89	101	108	94	112	103	105
O=C(O)c1ccc(Nc2ccnc(SCC(=O)c3ccc(C(F)(F)F)cc3)n2)cc1	116	87	85	85	104	93	94	101	101
COc1ccccc1C(=O)CSc1nc(Nc2ccc(S(N)(=O)=O)cc2)c2ccccc2n1	107	95	90	83	102	x	98	92	85
CC(=O)c1c(C)cc(C)nc1C	114	100	98	x	117	x	107	93	107
[O-]/C(=C\[P+](c1ccccc1)(c1ccccc1)c1ccccc1)c1ccccc1	100	101	80	91	98	101	96	104	100
CN(CC(=O)N(Cc1ccc(C2CCCCC2)cc1)c1ccc(C(=O)NO)cc1)S(=O)(=O)c1c(F)c(F)c(F)c(F)c1F	68	100	45	90	0.6*	54	20	-35*	100
N#CC1=C(N)Oc2c(ccc(O)c2O)C1c1c[nH]c2ccccc12 (stereo unspecified)	114	74	36	x	89	85	100	79	94
COc1ccc(NC(=O)Nc2ccc(C#N)cc2)cc1	131&131	108&103	74&86	104&90	101&107	97&101	109&105	89&93	94&105
O=c1nc(-c2ccccc2)c2cc(-c3ccc(N4CCCC4)nc3)ccc2[nH]1	88	77	38	83	31	73	46	44	58
Cc1ccc[n+](CC[n+]2cccc(C)c2)c1	110	98	67	92	93	108	102	105	103
COc1cccc(/C=C/C(=O)C(C)(C)C)c1	118	98	93	103	109	103	110	108	103
Cc1cc(S(=O)(=O)O)ccc1N	118	108	138	123	93	97	101	96	104
CCN1C(=O)CSC1=Nc1ccc(Cl)c(Cl)c1	x	x	88	81	99	96	103	95	101

Compounds were not picked by outcome, and some 12% of all compounds hit somewhere here.
